Screening data from PubChem BioAssay.
A350 autofl: compound fluoresces in the Alexa 350 spectral region; Compound autofluorescence, 340/450 nm, Alexa 350 dye-equivalents; active compounds read high; max dye-equivalent concentration, M; 59,000 tested, 11% active; in the data active = max dye-equivalent concentration above about 10 nM; inconclusive = mostly about 1.1 nM to 9.6 nM
HBB splice mod: hemoglobin beta splicing modulation; HBB splicing reporter cell assay, activation; EGFP reporter with mutant IVS2-654 intron; response scale: normalised to 500 nM splice-correcting PNA; Potency, µM (doses to about 46.1 µM), for the others: at the highest dose activation, actives largely listed as activators; 65,000 tested, 0.06% active; note: potency is the fitted concentration of half-maximal effect; 0% is about no effect
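Compounds were applied for 2 days to HeLa EGFP-654 cells, 500/well in Optimem with 2% FCS. The reporter's EGFP is disrupted by mis-splicing of beta-globin intron IVS2-654. Readout: summed well GFP fluorescence from 488 nm laser scanning; reference was 500 nM antisense […] 654 PNA.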
Fluorescein autfl: compound fluoresces in the fluorescein spectral region. max fluorescein-equivalent concentration, M. Compound autofluorescence, 480/540 nm, fluorescein-equivalent; active compounds read high. 59,000 tested, 0.91% active. AID 593; in the data active = max fluorescein-equivalent concentration above about 10 nM; inconclusive = between about 1.1 nM and that limit
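First, buffer (100 mM Tris, pH 8.0) dispensed; second, compounds and fluorescein standards pinned in; third, 15 min room-temperature incubation; finally, imaging at ex 480 nm/em 540 nm. Fluorescence normalized against the six-point fluorescein curve.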
CRE Fsk mod: CRE-bla signaling modulation under forskolin stimulation. CHO CRE-bla reporter (cAMP response element driving beta-lactamase), forskolin EC10, beta-lactamase ratio. Potency, µM (highest dose often 38.2 µM), for inactives: at the highest dose activity change, negative = inhibition, actives largely listed as activators. 71,000 tested, 2.5% active; active = well fitted activation curve with a large enough effect in the signal ratio, with a control signal flat, not every such curve was filed as active; inconclusive = small, poorly fitted or top-dose-only effect, or effect the other way, or a change in a side signal; the % refers to the signal ratio; note: potency is the fitted concentration of half-maximal effect; % of control where 0% means no effect
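Cells were plated overnight at 37 °C, exposed to compound titrations plus EC10 NKH 477 for 3 h, then given CCF4 dye for 2 h at room temperature. Blue/green (460/530 nm) ratio was converted to %Activity and AC50 values calculated.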
Hsp90 Hop PPI: changes Hsp90-Hop TPR2A binding signal, up or down. 71,000 tested, 0.44% active. Potency, µM (highest dose often 57 µM), inactives show at the highest dose activity change, negative = inhibition. AlphaScreen TPR2A-His6 binding biotin-Hsp90 C-terminal peptide; active = well fitted curve in either direction with a large enough effect; inconclusive = small, poorly fitted or top-dose-only effect, or another doubt; note: potency is the fitted concentration of half-maximal effect; % is set by controls: 0 for no effect and ±100 for the full control effect; many of its hits are not listed in these tables
TexasRed autofl: compounds fluorescent in Texas Red spectral region; Compound fluorescence, Texas Red channel, 547/618 nm; active compounds read high; max dye-equivalent concentration, M; 59,000 tested, 0.06% active; AID 587; in the data active = max dye-equivalent concentration above about 10 nM; inconclusive = between about 1.1 nM and that limit
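qHTS profiling of intrinsic compound fluorescence; 100 mM Tris pH 8.0; 15 min RT; ex 547 / em 618 nm; response expressed as Texas Red dye-equivalent concentration from six-point plate standard.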
4MU fluor: 4-MU region autofluorescence; compound autofluorescence, 340/450 nm, 4-MU equivalents; active compounds read high; max dye-equivalent concentration, M; 59,000 tested, 11% active; AID 589; in the data active = max dye-equivalent concentration above about 10 nM; inconclusive = mostly about 1.1 nM to 9.6 nM
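Intrinsic fluorescence at 340/450 nm (ex/em) was read after 15 min at room temperature in pH 8.0, 100 mM Tris. Each compound concentration expressed as 4-MU-equivalent concentration from a six-point 4-MU standard series on each plate.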
Luciferase inh: blocks Photinus pyralis firefly luciferase activity; P08659; purified firefly luciferase, luminescence, 8 min; Potency, µM (series often up to 57.1 µM), for the others: top-dose activity change, negative = inhibition, usual class: inhibitors; 72,000 tested, 2.2% active; AID 411; note: potency is the fitted concentration of half-maximal effect; % is set by controls: 0 for no effect and ±100 for the full control effect; nearly all actives have a fitted effect of over 40% in size
Target sequence (P08659 whole entry, looked up): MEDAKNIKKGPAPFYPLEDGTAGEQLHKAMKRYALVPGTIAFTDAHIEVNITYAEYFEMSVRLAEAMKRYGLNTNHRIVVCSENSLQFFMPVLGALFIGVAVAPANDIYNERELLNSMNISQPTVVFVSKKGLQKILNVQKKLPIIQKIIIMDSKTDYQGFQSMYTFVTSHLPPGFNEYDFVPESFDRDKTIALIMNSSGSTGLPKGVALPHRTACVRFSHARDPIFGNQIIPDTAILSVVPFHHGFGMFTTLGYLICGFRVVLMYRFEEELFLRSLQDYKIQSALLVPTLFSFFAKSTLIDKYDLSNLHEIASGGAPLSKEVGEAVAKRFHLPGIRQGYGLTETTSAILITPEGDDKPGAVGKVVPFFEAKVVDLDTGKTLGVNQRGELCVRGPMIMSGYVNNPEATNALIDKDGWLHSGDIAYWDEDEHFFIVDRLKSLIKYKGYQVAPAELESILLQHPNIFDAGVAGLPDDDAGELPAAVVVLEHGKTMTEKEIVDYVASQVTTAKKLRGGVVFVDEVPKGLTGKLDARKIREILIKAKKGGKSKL
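Here, luciferase activity is measured as luminescence following an 8 min room-temperature reaction at 10 uM ATP, pH 7.2. Every library sample is titrated.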
ERK AVP inh: vasopressin-driven ERK pathway inhibition; Potency, µM (titrated, usually from 57.5 µM), for the others: at the highest dose activity, negative = inhibition, most hits filed as inhibitors; HEK293-V1b, vasopressin-stimulated pERK AlphaScreen; 72,000 tested, 0.99% active; note: potency is the fitted concentration of half-maximal effect; % is set by controls: 0 for no effect and ±100 for the full control effect; nearly all actives have a fitted effect of over 55% in size
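V1b-HEK293 cells; cpd 30 min 37C; 25 nM vasopressin 5 min; lyse 10 min; AlphaScreen beads 5 hr RT. Normalized to DMSO basal and 25 nM vasopressin; AC50 by Hill fit.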
UbGFP stabilizer: inhibits proteasome, raising ubiquitin-GFP reporter fluorescence. Ubiquitin-GFP reporter cells, proteasome inhibition, GFP fluorescence; response scale: untreated = 0%, 10 µM MG-132 = 100%. Potency, µM (titrated, usually from 45.9 µM), inactives show at the top dose activation (GFP accumulation), most hits filed as activators. 67,000 tested, under 10 active. AID 526; active = well fitted activation curve with a large enough effect, not every such curve was filed as active; inconclusive = small, poorly fitted or top-dose-only effect, or another doubt; inactive = no such curve, though single readings can be large or run the other way; note: potency is the fitted concentration of half-maximal effect
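U2OS cells stably expressing ubiquitin(G76V)-GFP, seeded overnight in 0.5% FBS medium, were exposed to compounds (qHTS, 46 uM to 2.9 nM) for 4 hr at 37 °C. GFP-positive cells were counted by laser cytometry (488 ex/515 em), normalized between basal and 10 uM MG-132.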
GFP derepression: derepresses silenced GFP locus in mouse C127i cells. mouse C127i GFP locus derepression, cytometry, 30 h. Potency, µM (doses to about 46.1 µM), without a hit: at the top dose GFP derepression (activation). 68,000 tested, 0.09% active; note: % of control where 0% means no effect
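Locus derepression in mouse mammary C127i cells whose integrated CMV-GFP reporter is normally silent; GFP expression after 30 h compound treatment was quantified by counting fluorescent cells.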
The depositor's hits bear a star; i = inactive; ? = inconclusive; . = not tested or not shown; & = joins results of further samples; [ ] = another dose, or the depositor's remark. Unless noted, calls come from the whole dose curve; as a rule, active = well fitted curve in the direction sought with a large enough effect; inconclusive = small, poorly fitted or top-dose-only effect, or another doubt; inactive = no such curve, though single readings can be large; an effect the other way counts as inactive or inconclusive. Not all compounds are listed; the hit share may differ from the screen's.

#	smiles	A350 autofl	HBB splice mod	Fluorescein autfl	CRE Fsk mod	Hsp90 Hop PPI	TexasRed autofl	4MU fluor	Luciferase inh	ERK AVP inh	UbGFP stabilizer	GFP derepression
1	COCCOC(=O)C1=C(C)NC(C)=C(C(=O)OC(C)C)C1c1cccc([N+](=O)[O-])c1 (stereo unspecified)	i	.	i	.	.	i	i	0%[25.5 µM]	.	.	2%[20.6 µM]
2	COC(=O)c1cc2oc3ccccc3c2n1Cc1ccccn1	i	-5.9%[57.5 µM]	?	?	5%	i	i	1%	?	0%	0%
3	Cc1cc(NS(=O)(=O)c2cccs2)no1	i	.	?	4%	-2%	i	i	1%	28%	4%	1%
4	O=C1NC2NC(=O)N(C(Cc3ccccc3)C(=O)O)C2N1 (stereo unspecified)	.	-2.4%[0.0738 µM]	.	?	-4%[11 µM]	.	.	2%	-15%	-3%[9.17 µM]	-3%
5	COc1cc(OC)cc(-n2c3nc4ccccc4nc3c3c(=O)n(CC4CCCO4)cnc32)c1 (stereo unspecified)	4.7e-06M*	-3.2%[57.5 µM]	?	3%	-3%	i	3.6e-06M*	3%	-18%	-4%	3%
6	CCOc1cc(S(=O)(=O)NC2CCCCCC2)ccc1F	3.4e-06M*	-0.2%	i	5%	1%	i	2.3e-06M*	-1%	9%	-1%	3%
7	CCOc1ccccc1-n1c(SCC(=O)N2CCOCC2)nnc1-c1ccccn1	i	-0.2%[57.5 µM]	i	-3%	-11%	i	i	6%	-13%	-1%	3%
8	CCOc1cccc(C2c3c(oc4ccccc4c3=O)C(=O)N2c2ccccn2)c1 (stereo unspecified)	.	-0.2%	.	0%	-5%	.	.	2%	-1%	-3%	-2%
9	Cc1n[nH]c(C)c1S(=O)(=O)Nc1ccc2c(c1)OCCO2	i	-0.1%	i	-18%	-2%	i	i	-12%	8%	3%	2%
10	Cc1ccnc(NC(=O)CCCOc2cc(=O)n(C)c3ccccc23)c1	i	?	?	-29%	-5%	i	i	1%	6%	29%	?
11	CCOCCCNC(=O)CC1Oc2ccc(C)cc2NC1=O (stereo unspecified)	.	-0.6%	.	0%	-4%[2.3 µM]	.	.	3%	22%	6%	.
12	CSc1nnc(C)c(=O)[nH]1	i	.	i	.	.	i	i	0%[25.5 µM]	.	.	8%[20.6 µM]
13	COc1cccc(-n2nnc3c(=O)n(Cc4ccc(Br)cc4)cnc32)c1	i	0.0%[1.84 µM]	i	15%	-1%	i	i	3%	12%	-15%	-2%
14	O=C(Cn1c(=O)n(CCCC(=O)NC2CCCC2)c(=O)c2ccccc21)NCCC1=CCCCC1	i	1.5%	i	-3%	-1%	i	i	2%	-1%	8%	-3%
15	COc1ccc(C2CC(c3ccccc3)Nc3nc(NC(=O)c4ccco4)nn32)cc1 (stereo unspecified)	i	-1.4%[0.369 µM]	i	?	-3%	i	i	-1%	-22%	.	-2%
16	O=C(c1cccnc1)N(Cc1ccccc1)c1ccccc1	?	2.9%	i	-1%	-4%	i	?	2%	-24%	-1%	3%
17	COC(=O)c1nc2n(n1)C(c1ccc(OC)c(OC)c1)C(C(=O)OC1CCCCC1)=C(C)N2 (stereo unspecified)	i	2.4%	i	?	8%	i	i	3%	20%	22%	0%
18	CN1CCN(C2=C(Cl)C(=O)N(CCc3ccccc3)C2=O)CC1	i	.	?	-2%	-2%	i	i	-5%	-21%	2%	2%
19	COc1cccc(NC(=O)CN(c2cccc(F)c2)S(C)(=O)=O)c1	i	0.8%	?	-1%	-2%	i	i	1%	0%	13%	2%
20	O=c1onc2cnc3ccccc3n12	6.9e-08M*	-0.5%	?	?	3%&-7%	i	7.5e-08M*	-1%&3%	41%[activator]	-1%&-2%	-1%&-2%

#	smiles	A350 autofl	HBB splice mod	Fluorescein autfl	CRE Fsk mod	Hsp90 Hop PPI	TexasRed autofl	4MU fluor	Luciferase inh	ERK AVP inh	UbGFP stabilizer	GFP derepression
21	O=S(=O)(c1ccccc1)N1CCN(S(=O)(=O)c2ccccc2)C1	.	0.6%[0.0738 µM]	.	-18%[7.6 µM]	-1%[11 µM]	.	.	-3%	-9%	-16%[9.17 µM]	0%
22	COc1cc(-c2nnc3sc(Cc4ccc(Cl)cc4)nn23)cc(OC)c1OC	i	3.4%[1.84 µM]	i	2.5µM*	-5%	?	i	2%	-27%	8%	-2%
23	CC1CN(Cc2cc(=O)n3ccsc3n2)CC(C)O1 (stereo unspecified)	2e-08M*	1.4%	?	-2%	-5%	i	1.4e-08M*	0%	-23%	-1%	0%
24	c1ncc(CC2CCNCC2)[nH]1	.	.	.	?	-6%	.	.	1%	3%	1%	-1%
25	Cc1ccc2nc(-c3ccc(NC(=O)CN4CCN(C(=O)c5ccco5)CC4)cc3)sc2c1	.	-5.1%[0.0738 µM]	.	?	-8%[11 µM]	.	.	-26%	?	-4%[9.17 µM]	-2%
26	Cc1cc(C)c2cc(CN(CCO)C(=O)Nc3ccc(F)cc3)c(=O)[nH]c2c1	i	-1.2%	i	?	-5%	?	i	0%	-6%	0%	-3%
27	Cc1cc(C(C#N)c2ccccc2)n2ncnc2n1 (stereo unspecified)	i	.	i	5%	6%	i	i	-3%	?	-4%	0%
28	O=S(=O)(NCCc1ccncc1)c1cc(Br)ccc1F	i	-1.9%	i	-4%	-1%	i	i	-2%	-4%	14%	0%
29	Cn1nc(C(=O)Nc2ccc(S(=O)(=O)N3CCCC3)cc2)ccc1=O	i	0.0%[57.5 µM]	i	10%	-1%	i	i	3%	-11%	4%	-1%
30	CN(C)c1ccc(-c2cncnc2NCCc2cnc[nH]2)cc1	i	-0.9%	?	-17%	-14%	i	i	-1%[2.29 µM]	-27%	4%	2%[9.22 µM]
31	CCS(=O)(=O)N1CCCC(C(=O)NCC2CCCO2)C1 (stereo unspecified)	i	-0.4%	i	-2%	-11%	i	i	3%	9%	-10%	0%
32	Cc1ccc(CNc2ccc3c(c2)OCO3)c(C)c1	i	?	?	?	-29%	i	i	-6%	-26%	0%	?
33	O=C(Nc1ccccc1)N(CCN1CCOCC1)Cc1ccccc1F	?	5.4%[0.369 µM]	i	-16%	0%	i	i	-8%	-1%	-4%	2%
34	O=C1c2ccccc2C(=O)C1c1ccccc1	i	-0.7%[20.6 µM]	?	29%[17.1 µM]	-2%[26 µM]	i	i	12%[25.5 µM]	14%	-7%[20.5 µM]	0%[20.6 µM]

A run of entries taken from the entries so far, for reference:
#	smiles	A350 autofl	HBB splice mod	Fluorescein autfl	CRE Fsk mod	Hsp90 Hop PPI	TexasRed autofl	4MU fluor	Luciferase inh	ERK AVP inh	UbGFP stabilizer	GFP derepression
21	O=S(=O)(c1ccccc1)N1CCN(S(=O)(=O)c2ccccc2)C1	.	0.6%[0.0738 µM]	.	-18%[7.6 µM]	-1%[11 µM]	.	.	-3%	-9%	-16%[9.17 µM]	0%
22	COc1cc(-c2nnc3sc(Cc4ccc(Cl)cc4)nn23)cc(OC)c1OC	i	3.4%[1.84 µM]	i	2.5µM*	-5%	?	i	2%	-27%	8%	-2%
23	CC1CN(Cc2cc(=O)n3ccsc3n2)CC(C)O1 (stereo unspecified)	2e-08M*	1.4%	?	-2%	-5%	i	1.4e-08M*	0%	-23%	-1%	0%
24	c1ncc(CC2CCNCC2)[nH]1	.	.	.	?	-6%	.	.	1%	3%	1%	-1%
25	Cc1ccc2nc(-c3ccc(NC(=O)CN4CCN(C(=O)c5ccco5)CC4)cc3)sc2c1	.	-5.1%[0.0738 µM]	.	?	-8%[11 µM]	.	.	-26%	?	-4%[9.17 µM]	-2%
26	Cc1cc(C)c2cc(CN(CCO)C(=O)Nc3ccc(F)cc3)c(=O)[nH]c2c1	i	-1.2%	i	?	-5%	?	i	0%	-6%	0%	-3%
27	Cc1cc(C(C#N)c2ccccc2)n2ncnc2n1 (stereo unspecified)	i	.	i	5%	6%	i	i	-3%	?	-4%	0%
28	O=S(=O)(NCCc1ccncc1)c1cc(Br)ccc1F	i	-1.9%	i	-4%	-1%	i	i	-2%	-4%	14%	0%
29	Cn1nc(C(=O)Nc2ccc(S(=O)(=O)N3CCCC3)cc2)ccc1=O	i	0.0%[57.5 µM]	i	10%	-1%	i	i	3%	-11%	4%	-1%
30	CN(C)c1ccc(-c2cncnc2NCCc2cnc[nH]2)cc1	i	-0.9%	?	-17%	-14%	i	i	-1%[2.29 µM]	-27%	4%	2%[9.22 µM]
